From PubChem
NIH3T3 HSF-1 reporter: decrease of heat-induced HSF-1 GFP reporter, dose response, NIH3T3 R4 cells, GFP/RFP, cherry-pick, set 3 (AID 493083) | activity change, negative = inhibition, % at the top dose, mostly 19.5 µM; hits show AC50 in µM | hit rate 4% among 2,400 | NIH3T3 R4 HSF-1 GFP reporter, heat shock, 48 h;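 active means compounds lowering signal whose fitted AC50 is at most ten times the top tested dose; inconclusive means flat fit with moderate inhibition, or poor curve fit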;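 further: 0% = neutral control wells and -100% = didemnin B positive control; many of its hits are not listed in these tables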
An asterisk follows results filed as active; ? = inconclusive. Not all compounds are listed, so the mix of outcomes need not match the whole.

SMILES | NIH3T3 HSF-1 reporter
COc1ccc(-c2noc(CCC(=O)Nc3ccc(C)c(C)c3)n2)cc1 | 21%
CC(C)CC(NC(=O)C1CCCN1C(=O)[C@@H](C)NC(=O)OCc1ccccc1)C(=O)NCC(N)=O (stereo not given in full) | -7%
COc1cc(NS(=O)(=O)c2csc(C(N)=O)c2)cc(OC)c1 | 5%
Oc1ccccc1/C=N/Nc1nn[nH]n1 | -2%
CC1Cc2ccccc2N1C(=O)CSc1ncccc1C(=O)O (stereo not given) | 0%
CC(C)CCNC(=O)CN(C(=O)CCC(=O)Nc1nccs1)c1ccc2c(c1)OCCO2 | -10%
Cn1c(SCC(=O)Nc2ncc(C(F)(F)F)cc2Cl)nnc1-c1ccc(Cl)cc1 | -12%
Cc1[nH]n(-c2ccccc2)c(=S)c1C=Nc1cccc([N+](=O)[O-])c1 | 4%
CC(C)CN(CC(C)C)C(=S)NC1CCCCC1 | -4%
C/C=C/c1ccc(OCC(=O)Nc2ccc(OC)c(OC)c2)c(OC)c1 | -1%
O=c1oc2ccccc2cc1-c1cn(-c2ccccc2)c(=S)[nH]1 | -1%
O=C(O)/C=C\C(=O)Nc1ccc(OCc2ccccc2)cc1 | 10%
c1ccc(-c2nn[nH]n2)nc1 | -1%
COc1ccccc1Nc1ccc2nonc2c1[N+](=O)[O-] | -6%
CCOC(=O)C1(CC2CCCCO2)CCN(Cc2nc3ccccc3[nH]2)CC1 (stereo not given) | 14%
C/C(=N/NC(=O)CNC(=O)c1ccccn1)c1ccc([N+](=O)[O-])cc1 | -4%
Cc1cc(OCC(=O)Nc2sc3c(c2C#N)CC(C)(C)NC3(C)C)c(C(C)C)cc1Cl | 14%
O=C(O)C(=O)Nc1ccc(NC(=O)C(c2ccccc2)c2ccccc2)cc1 | -5%
COc1ccccc1-c1cc(C(F)(F)F)nc(S(=O)(=O)CCCC(=O)NCc2ccc(F)cc2)n1 | 5.2µM*
CCCn1c(C)cc(C(=O)COC(=O)c2ccc[nH]c2=O)c1C | -4%
Cc1nc2sc3c(NCc4ccco4)ncnc3c2c2c1COC(C)(C)C2 | 12%
COc1cc(OC)nc(Oc2ccccc2C(=O)Oc2ccc(Cl)cc2)n1 | 0%
COc1ccc(Nc2ncnc3ccc(Br)cc23)c(OC)c1 | -5%
CCC(=O)Nc1cc(-c2nn(CC(=O)N3CCCCC3)c(=O)c3ccccc23)ccc1N1CCOCC1 | -1%
O=C1c2ccccc2C(Nc2ccc3c(c2)OCCO3)N1c1ccccn1 (stereo not given) | -2%

5 of the entries above in order of the NIH3T3 HSF-1 reporter value, ascending.
SMILES | NIH3T3 HSF-1 reporter
Cn1c(SCC(=O)Nc2ncc(C(F)(F)F)cc2Cl)nnc1-c1ccc(Cl)cc1 | -12%
CC(C)CC(NC(=O)C1CCCN1C(=O)[C@@H](C)NC(=O)OCc1ccccc1)C(=O)NCC(N)=O (stereo not given in full) | -7%
COc1ccc(Nc2ncnc3ccc(Br)cc23)c(OC)c1 | -5%
O=C(O)/C=C\C(=O)Nc1ccc(OCc2ccccc2)cc1 | 10%
Cc1cc(OCC(=O)Nc2sc3c(c2C#N)CC(C)(C)NC3(C)C)c(C(C)C)cc1Cl | 14%

The listing continues:
SMILES | NIH3T3 HSF-1 reporter
COC(=O)c1cccc(N2C(=O)C3CC=CCC3C2=O)c1 (stereo not given) | -3%
O=C(CC1CCCCC1)NCc1ccccn1 | 10%
Cc1cc(C)c(C#N)c(SCc2nnc(-c3ccccc3)o2)n1 | 19%
COc1cc(C(=O)N2CCSCC2)ccc1OC1CCN(C(C)=O)CC1 | -1%
O=S(=O)(NCc1ccc(C(F)(F)F)cc1)c1ccc(-n2cnnn2)cc1 | -2%
C/C(Cc1ccccc1)=N\NC(=O)CNC(=O)Cc1ccc(Cl)cc1 | -5%
O=S(=O)(/N=C(/c1ccccc1Cl)N1CCOCC1)c1ccccc1 | -1%
O=C(COC(=O)C1(c2ccccc2F)CCCC1)N1CCc2ccccc21 | 6%
O=C(COC(=O)C1C2CC3OC(=O)C1C3C2)Nc1cccc(Cl)c1 (stereo not given) | -3%
CC12CC(c3ccccc3O1)C(C(=O)NCc1ccccc1)C(=O)N2 (stereo not given) | -8%
COc1cc(/C=N/O)ccc1OCc1ccc(C(=O)O)cc1 | -6%
Cc1ccc(C(=O)Nc2cc3ccccc3oc2=O)cc1 | -2%
CCn1c(SCC(=O)N(C)C2CCS(=O)(=O)C2)nnc1-c1cccs1 (stereo not given) | 5%
CCOC(=O)C1=C(C)N(CCC(=O)O)C(=O)NC1c1ccccc1Cl (stereo not given) | -1%
COc1cc(NC(=O)CN(C)S(=O)(=O)c2ccc3c(c2)CC(C)N3C(C)=O)cc(OC)c1 (stereo not given) | -3%
Cc1ccc(Cn2ncc3c(N4CCN(C)CC4)ncnc32)cc1 | 4%
c1ccn2c(SCc3ccc4c(c3)OCO4)nnc2c1 | 1%
CC(Sc1nnnn1C)C(=O)Nc1ccc(Oc2ccccc2)cc1 (stereo not given) | 15%
CCOC(=O)c1c(C)nc2c(C)cccn12 | 10%
CCOC(=O)N1CCN(C(=O)C2CCN(Cc3ccc(OC)cc3OC)CC2)CC1 | -1%
O=C(Oc1c(CN2CCOCC2)cc(Cl)c2cccnc12)c1ccccc1Br | 36%
CCOc1ccc(N=C(NN)c2ccc3ccccc3n2)cc1 | 2%
CCc1cc(C)cc(OCCNC(=O)c2cncc(Br)c2)c1 | -1%
O=C(CCCCCCN1C(=O)c2ccccc2C1=O)N1CCC(c2ccccc2)C1 (stereo not given) | 11%
CCCCN(C(=O)c1ccc([N+](=O)[O-])s1)c1c(N)n(CCCC)c(=O)[nH]c1=O | -3%
(continued)
SMILES | NIH3T3 HSF-1 reporter
O=C(Nc1ccc(N2CCCCC2)cc1)c1ccccn1 | 2%
COc1ccc(-n2c(-c3cccc(OC)c3)nc(=S)c3c2CCCC3)cc1 | -2%
COc1ccc(C(NC(=O)c2ccc(=O)[nH]c2)C(=O)Nc2ccc(C(C)C)cc2)cc1 (stereo not given) | 31%
O=C(NCCCN1CCCC1=O)c1cccc(N2CCCC2=O)c1 | 0%
O=C(/C=C/c1ccccc1)Nc1cccc(C(=O)O)c1 | -5%
O=C1C(Cc2ccccc2)Nc2ncnc(N3CCN(c4ccccc4)CC3)c2N1Cc1ccccc1 (stereo not given) | 15%
COc1ccccc1C(=O)NC(=S)N1CCCc2ccccc21 | 13%
CC(C)c1ccc2oc(=O)cc(CN3CCCCC3)c2c1 | -2%
CCn1c(=O)c(C(=O)Nc2ccccc2F)c(O)c2ccccc21 | -3%
CCOC(=O)c1c(CSCc2ccccc2)oc2ccc(O)c(CN(C)C)c12 | 6%
Cc1cn2c(nc(=O)c3cccnc32)s1 | -3%
Cc1ccc(S(=O)(=O)N2CCN(CCNC(=O)C(=O)NCc3ccccc3)CC2)cc1 | 5%
Cc1ccc(-c2nc(-c3cccnc3)sc2CC(=O)Nc2ccc3nc(C)sc3c2)cc1 | 2%
CCS(=O)(=O)c1ncc(Cl)c(C(=O)Nc2ccc(S(=O)(=O)N3CCC(C)CC3)cc2)n1 | ?
CN(CC(=O)Nc1ccc(F)cc1)C(=O)COC(=O)c1cc(S(=O)(=O)N(C)C)ccc1N1CCCC1 | -4%
O=C(OCC(=O)N1CCN(C(=O)c2ccco2)CC1)c1sc2cc(F)ccc2c1Cl | -7%
CC12CCC(=O)C=C1CCC1C2C(O)CC2(C)C1CCC2(O)C(=O)CO (stereo not given) | 1%
CCc1c(C)[nH]c2ccc(C)cc2c1=O | 3%
O=C(Cc1ccccc1)Nc1cccc(N2C(=O)C=CC2=O)c1 | 113%
Cc1ccc([N+](=O)[O-])cc1NC(=O)CSc1n[nH]c(-c2cccnc2)n1 | -6%
O=C(C1CCCN(S(=O)(=O)Cc2ccccc2)C1)N1CCc2ccccc21 (stereo not given) | -2%
Cn1c(C(=O)NN)cc2cc(OCc3ccccc3)ccc21 | -12%
CC(C)(C)OC(=O)N1CCN(C(=O)c2[nH]cnc2C(=O)NCC(=O)OCc2ccccc2)CC1 | -5%
Cc1ccc(NC(=O)Cc2ccc(-n3cccc3)cc2)c(C)c1 | 14%
O=C(NC(=O)c1cccc(F)c1)OC[C@@H]1CCCN2CCCC[C@H]12 | -2%
(list continues)
SMILES | NIH3T3 HSF-1 reporter
CN(C)C(=O)N1CCC(C(=O)NCc2ccc(F)cc2Cl)CC1 | -10%
COc1ccc(Cl)cc1NC(=O)CN(C)C(=O)Cn1cnc2c1c(=O)n(C)c(=O)n2C | -4%
Cc1ccc(SCCCn2cncn2)cc1 | 12%
COc1ccc(C)cc1NC(=O)C(=O)NNC(=O)COc1ccc(Cl)cc1 | -4%
CCOc1ccc(NCc2nnc(SCC(=O)Nc3cc(C)on3)n2-c2ccc(OC)cc2)cc1 | 2%
COc1cccc(N(C(=O)c2cccs2)c2nc3ccccc3s2)c1 | -1%
Oc1c(CN2CCOCC2)cc(COCc2ccccc2)c2cccnc12 | -2%
COc1ccccc1CN1CCCC(CN(CCN(C)C)C(=O)C2CCCC2)C1 (stereo not given) | 4%
Cc1ccc2c(c1)c(C)c(C)n2CC(O)Cn1nnc2ccccc21 (stereo not given) | 1%
CC(C)CC1Nc2ccc(C(=O)NCCCN3CCOCC3)cc2NC1=O (stereo not given) | -4%
CCOC(=O)c1c(N)sc2c(O)c(Br)ccc12 | -6%
CCOc1ccc(/C(O)=C2/C(=O)C(=O)N(CCCn3ccnc3)C2c2cccs2)cc1Cl (stereo not given) | 0%
CC1CCc2nc(NC(=O)C3COc4ccccc4O3)sc2C1 (stereo not given) | -2%
CC1CCN(c2ccc(-c3cccc(NC(=O)C(F)(F)F)c3)nn2)CC1 | 22%
Cn1c(N)c(C(=O)Nc2ccc(-c3ccccc3)cc2)sc1=S | 4%
Cc1cc(N2CCN(c3ccc(F)cc3)CC2)nc2cc(O)ccc12 | 31%
Cc1cc(C)c(N=C2SCC(=O)N2Cc2ccco2)c(C)c1 | 4%
Cc1ccc(C(=O)O/N=C(\N)c2ccccc2)c(Cl)c1 | 1%
O=C(O)COc1ccc(/C=N/NC(=O)c2ccccc2Br)cc1 | -12%
Oc1ccccc1-c1nnc(-c2ccc(C(F)(F)F)cc2)o1 | -1%
O=C(Cn1cnc2c(nnn2Cc2ccc(Cl)cc2)c1=O)N1CCCc2ccccc21 | 10%
Cc1ccc(NC(=S)c2nc3ccccc3s2)cc1 | -7%
NNC(=S)Nc1ccccc1Cl | -2%
CC(C)Oc1ccc(/C=C(/NC(=O)c2ccccc2)C(=O)NCCC(=O)O)cc1 | -2%
COc1cccc(NC(=O)CCSc2nnc3scc(-c4ccccc4)n23)c1 | 0%
The listing continues:
SMILES | NIH3T3 HSF-1 reporter
Cc1ccc(-c2nnc(SCC(=O)Nc3nccs3)n2N)cc1 | -2%
COc1cc(=O)[nH]c(SCC(=O)Nc2nc3c(s2)CCCC3)n1 | 2%
CSc1nc(Cc2ccccc2)cc(=O)[nH]1 | 3%
COc1ccc(/C=C/C(=O)Oc2ccc(/C=N/NC(=O)COc3c(C)cccc3C)cc2)cc1 | -2%
COc1ccc(NC(=S)Nc2ccc(Oc3ccccc3)cc2)cc1 | 66%
Cc1ccc(C)c(NC(=O)COc2coc(CN3CCc4ccccc4C3)cc2=O)c1 | 13%
COC(=O)c1ccc(CN2CCN(CCc3ccccc3)C(CCO)C2)cc1 (stereo not given) | -4%
O=C(CN1C(=O)c2ccccc2S1(=O)=O)c1ccc2c(c1)OCCO2 | 2%
COc1ccc(C)cc1NS(=O)(=O)c1ccc(-c2cnc(C3CC3)o2)cc1 | -3%

Gathered by group: the entries above containing an aryl methoxy group (24)
SMILES | NIH3T3 HSF-1 reporter
COc1ccc(-c2noc(CCC(=O)Nc3ccc(C)c(C)c3)n2)cc1 | 21%
COc1cc(NS(=O)(=O)c2csc(C(N)=O)c2)cc(OC)c1 | 5%
C/C=C/c1ccc(OCC(=O)Nc2ccc(OC)c(OC)c2)c(OC)c1 | -1%
COc1ccccc1Nc1ccc2nonc2c1[N+](=O)[O-] | -6%
COc1ccccc1-c1cc(C(F)(F)F)nc(S(=O)(=O)CCCC(=O)NCc2ccc(F)cc2)n1 | 5.2µM*
COc1cc(OC)nc(Oc2ccccc2C(=O)Oc2ccc(Cl)cc2)n1 | 0%
COc1ccc(Nc2ncnc3ccc(Br)cc23)c(OC)c1 | -5%
COc1cc(C(=O)N2CCSCC2)ccc1OC1CCN(C(C)=O)CC1 | -1%
COc1cc(/C=N/O)ccc1OCc1ccc(C(=O)O)cc1 | -6%
COc1cc(NC(=O)CN(C)S(=O)(=O)c2ccc3c(c2)CC(C)N3C(C)=O)cc(OC)c1 (stereo not given) | -3%
CCOC(=O)N1CCN(C(=O)C2CCN(Cc3ccc(OC)cc3OC)CC2)CC1 | -1%
COc1ccc(-n2c(-c3cccc(OC)c3)nc(=S)c3c2CCCC3)cc1 | -2%
COc1ccc(C(NC(=O)c2ccc(=O)[nH]c2)C(=O)Nc2ccc(C(C)C)cc2)cc1 (stereo not given) | 31%
COc1ccccc1C(=O)NC(=S)N1CCCc2ccccc21 | 13%
COc1ccc(Cl)cc1NC(=O)CN(C)C(=O)Cn1cnc2c1c(=O)n(C)c(=O)n2C | -4%
COc1ccc(C)cc1NC(=O)C(=O)NNC(=O)COc1ccc(Cl)cc1 | -4%
CCOc1ccc(NCc2nnc(SCC(=O)Nc3cc(C)on3)n2-c2ccc(OC)cc2)cc1 | 2%
COc1cccc(N(C(=O)c2cccs2)c2nc3ccccc3s2)c1 | -1%
COc1ccccc1CN1CCCC(CN(CCN(C)C)C(=O)C2CCCC2)C1 (stereo not given) | 4%
COc1cccc(NC(=O)CCSc2nnc3scc(-c4ccccc4)n23)c1 | 0%
COc1cc(=O)[nH]c(SCC(=O)Nc2nc3c(s2)CCCC3)n1 | 2%
COc1ccc(/C=C/C(=O)Oc2ccc(/C=N/NC(=O)COc3c(C)cccc3C)cc2)cc1 | -2%
COc1ccc(NC(=S)Nc2ccc(Oc3ccccc3)cc2)cc1 | 66%
COc1ccc(C)cc1NS(=O)(=O)c1ccc(-c2cnc(C3CC3)o2)cc1 | -3%
